ST2 inh: IL1RL1 inhibition; Q01638; AlphaLISA ST2-Fc/biotin-IL-33 interaction, 1 h; inhibition, % for hits at 17 µM; 78,000 compounds, 2.3% hits; AID 1259354; in the data active = inhibition above about 30%; inconclusive = mostly about 10% to 28%
Target sequence (Q01638 whole entry, looked up): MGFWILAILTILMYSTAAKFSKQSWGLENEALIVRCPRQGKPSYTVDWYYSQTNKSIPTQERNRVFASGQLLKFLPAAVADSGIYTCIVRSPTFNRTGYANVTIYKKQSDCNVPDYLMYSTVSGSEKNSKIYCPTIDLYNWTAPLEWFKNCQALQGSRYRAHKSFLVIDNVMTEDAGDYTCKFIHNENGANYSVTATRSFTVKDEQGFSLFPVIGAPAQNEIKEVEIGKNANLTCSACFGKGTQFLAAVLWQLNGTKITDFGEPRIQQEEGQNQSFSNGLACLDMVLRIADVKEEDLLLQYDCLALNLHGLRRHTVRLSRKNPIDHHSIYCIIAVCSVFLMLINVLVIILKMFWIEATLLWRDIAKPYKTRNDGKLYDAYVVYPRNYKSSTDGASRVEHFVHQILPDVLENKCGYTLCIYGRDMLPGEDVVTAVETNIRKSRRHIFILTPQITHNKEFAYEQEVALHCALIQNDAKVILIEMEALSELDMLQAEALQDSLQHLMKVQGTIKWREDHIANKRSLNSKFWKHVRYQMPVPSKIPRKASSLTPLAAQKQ
* hit, by the source's call; i = inactive; ? = inconclusive. An excerpt; count on the stated rates, not on these rows.

SMILES	ST2 inh
Cc1ccccc1-n1nc2c(c1NC(=O)COc1ccc(Cl)cc1Cl)CS(=O)C2 (stereo not given)	i
COc1ccc(S(=O)(=O)N2CCOCC2)c2cccnc12	?
CC1CCCCC1NC(=O)C1CCCN(S(=O)(=O)c2cnc[nH]2)C1 (stereo not given)	i
O=C(N[C@H]1CCN2C(=O)c3cc(-c4cccs4)ccc3NC(=O)[C@H]12)c1cccs1	?
CC1=C(C(=O)OC2CCCC2)C(c2ccc(N(C)C)cc2)C2=C(CC(C)(C)CC2=O)N1 (stereo not given)	i
CSCc1noc(CNC2CCN(c3cccc(C)c3C)CC2)n1	?
CCCc1[nH]nc2c1C(c1ccc(C(C)C)cc1)C(C#N)=C(N)O2 (stereo not given)	i
CCOC(=O)c1nn(CCC(C)C)c2c1CN(C(=O)CCc1nc3ccccc3[nH]1)CC2	i
Cc1cc(NC(=O)NC(=O)c2ccc(C(F)(F)F)cc2)no1	i
COc1ccccc1Cc1nc(-c2cccc([N+](=O)[O-])c2)no1	32%*
COc1ccc(-n2ncc3c(N4CCN(c5cccc(Cl)c5)CC4)ncnc32)cc1	i
CCCCCSc1nnc2c(n1)OC(c1cccnc1)Nc1ccccc1-2 (stereo not given)	i
NS(=O)(=O)c1ccc(CCNC(=O)COc2ccc(Cl)cc2)cc1	i
O=C1NCCN(Cc2cccc3ccccc23)C1CC(=O)N1CCCCCCC1 (stereo not given)	i
CN1C(=O)N(Cc2ccccc2)C2(CCN(Cc3ccc(N(C)c4ccccc4)cc3)CC2)C1=O	i
C=CCSc1nnc2n(C)c(=O)c3c(n12)-c1ccccc1CC31CCCCC1	38%*
O=S(=O)(NCCCc1nc2ccccc2[nH]1)c1ccc(Cl)cc1	i
Cc1c(O)ccc(C(=O)COc2ccc(F)cc2)c1O	i
NC(=O)COc1ccc(-c2ccccc2)cc1	?
O=C(CSc1n[nH]c(=O)[nH]c1=O)c1ccc([N+](=O)[O-])cc1	i
O=C1OC(C(=O)Nc2c(Cl)cccc2Cl)Cc2ccccc21 (stereo not given)	?
Cc1ccccc1OCC1CN(CN(CC(C)C)CC(C)C)C(=O)O1 (stereo not given)	?
CCCCc1ncc(CN2CCC(n3nccc3NC(=O)Cc3ccccc3)CC2)[nH]1	i
CN(C)CC1(O)CCN(C(=O)c2ccc(-n3cnnc3)cc2Cl)C1 (stereo not given)	?
CN1CCN(CCOCCOc2ccc(Cl)cc2C(C)(C)C)CC1	i
Cc1ccc(Nc2ncnc3c2cnn3-c2ccc(Cl)cc2)cc1	i
CSc1sc(SC)c(CO)c1C=O	i
CC1CC(C)CN(CCCNS(=O)(=O)c2cccc3cccnc23)C1 (stereo not given)	i
CC1CCCCN1CCNC(=O)CN1C(=O)C2CCCCN2c2ccc(S(=O)(=O)N(C)C)cc21 (stereo not given)	?
O=c1c(-c2ccccc2CN2CCOCC2)ccc2n1C[C@H]1C[C@@H]2CN(CCCc2ccccc2)C1	i
O=C(Nc1ccc2c(c1)CCC2=O)c1ccc(CN2CCCC(O)C2)cc1 (stereo not given)	i
O=C(Nc1cccc2c1CCCC2)C1CCN(S(=O)(=O)c2cccs2)CC1	i
CCNC(=O)[C@H]1CC[C@@](C)(C(=O)NCCN2CCCCC2)C1(C)C	i
CCOc1ccc(N(CC(=O)O)S(=O)(=O)c2ccc(C)cc2)cc1	i
CCOc1ccc(-c2c(C#N)c(N)nc(OC)c2C#N)cc1	i
COc1ccc(C2=N/C(=C\c3cccc(Cl)c3)C(=O)O2)cc1[N+](=O)[O-]	i
COc1ccc(C2=NN(C(=O)CCCC(=O)O)C(c3ccccc3OC)C2)cc1OC (stereo not given)	i
CC(NS(=O)(=O)c1ccccc1)C(c1cccs1)N1CCN(c2ccc(F)cc2)CC1 (stereo not given)	i
CCn1nc(C)c(NC(=O)CNC(C)Cn2nc(C)cc2C)c1C (stereo not given)	?
Cc1ccc(NC(=O)Cc2ccccc2)c(C)c1	i
O=C1CCC(CCC(=O)N2CCC(Sc3ccc(F)cc3)CC2)(Cc2cccs2)N1 (stereo not given)	i
O=C(CCCn1cnc([N+](=O)[O-])n1)Nc1ccc(F)c(Cl)c1	i
Cc1nc2cc(C(=O)N3CCNC(=O)C3)ccc2s1	i
Cn1cc(CC(=O)NCCN2CCN(c3cccc(Cl)c3)CC2)c2ccccc21	?
O=C(CN1C(=O)/C(=C\c2cccc(Cl)c2)Sc2ccccc21)N1CCCC1	?
CCSc1nnc2c(n1)OC(c1cc(Cl)c(O)c(OC)c1)Nc1ccccc1-2 (stereo not given)	i
CC1(C)CC(NC(=O)C(F)(F)F)CC(C)(C)N1O	i
CCc1ccc(S(=O)(=O)N2CCN(c3nc(C)cc(N4CCOCC4)n3)CC2)cc1	i
CCOc1ccc(Cl)cc1S(=O)(=O)NCc1cccnc1	i
O=C1N2CN(C3CCCCC3)CN=C2SC1(CO)CO	i
Following part.
SMILES	ST2 inh
C=CCC(=O)N(CC=C)Cc1ccc(SC)cc1	i
CC(C)c1ccc(OCC(=O)N2CCOCC2)cc1	i
Cc1ccc2c(c1)C(=O)c1c(C(=O)O)cccc1-2	i
Cc1cc(NC(=O)c2ccc3c(c2)C(=O)N(CC(C)C)C3=O)no1	i
CCCCNC(=O)C1CCN(S(=O)(=O)N2CCCC2)CC1	i
CCN1CCN(Cc2nc3c(c(=O)[nH]c(=O)n3C)n2CCc2ccccc2)CC1	i
CN1[C@@H](CCC(=O)NCc2cccnc2)CNC(=O)[C@@H]2[C@H]1CCN2Cc1cn(C)c2ccccc12	i
CC(C)CN1CCN(c2ccc(C(F)(F)F)cn2)C(C)C1=O (stereo not given)	?
CCN(CC)C(=O)Cn1cnc2sc(C(=O)Nc3cc(OC)ccc3OC)c(C)c2c1=O	i
O=C(O)C1CCCCN1S(=O)(=O)c1cccc2nsnc12 (stereo not given)	i

2 entries from above, bar-delimited.
SMILES | ST2 inh
NS(=O)(=O)c1ccc(CCNC(=O)COc2ccc(Cl)cc2)cc1 | i
O=C1NCCN(Cc2cccc3ccccc23)C1CC(=O)N1CCCCCCC1 (stereo not given) | i

The list goes on.
SMILES	ST2 inh
Cc1ccccc1CN1CCCN(C)CC1	i
O=C(c1cc2cc(Br)ccc2oc1=O)N1CCSC1c1ccccc1Cl (stereo not given)	i
O=S(=O)(Nc1ccc(Br)cc1)c1ccc(Cl)cc1	i
COc1cccc(-n2c(SCC(=O)N3CCOCC3)nc3c([nH]c4ccccc43)c2=O)c1	i
COc1ccc(CN2CCN(C3CCCCC3)C(=O)C2)cc1C(=O)O	i
O=C(Nc1ccccc1NC(=O)c1ccco1)c1ccco1	i
CC(C)N1CC[C@@H]2[C@H]1C(=O)NC[C@H](CCC(=O)NCc1ccccc1)N2C	i
O=S(=O)(NCc1nc2cccnc2n1Cc1ccc(F)cc1)c1ccccc1	?
CN(CC(=O)N1CCCc2c1c(=O)oc1ccc(OCc3ccccc3)cc21)C1CCCCC1	?
CSCC(=O)N(CCCN(C)C)CC1CCN(C2Cc3ccccc3C2)CC1	i
COc1cccc(N2CCN(C(=O)c3cccn4c(=O)c5c(C)c(C)sc5nc34)CC2)c1	?
CCCCc1n[nH]c(=O)n1Cc1cccs1	i
O=C(Nc1cccc(F)c1)c1cc(F)c(F)cc1Cl	i
CC(Nc1nc(CCN)nc2ccccc12)c1ccccc1-n1cccn1 (stereo not given)	?
O=C(Nc1ccc(Oc2ccccc2F)cc1)C1CCN(C(=O)C2=CCCC2)CC1	?
COc1ccc2oc(=Nc3cccc(C(F)(F)F)c3)c(C(=O)NC(C)=O)cc2c1	i
CCN(Cc1nc(C)no1)C(=O)c1cccc(-c2cccc(F)c2)c1	i
COc1cc(/C=C2\C(=O)Nc3ccc(Br)cc32)cc(Br)c1O	i
O=C(O)c1ccc(CN2C[C@H](O)C[C@H]2c2nc(-c3ccc4c(c3)OCO4)no2)cc1	i
COCCOc1cc(C)c2c(c1C)C[C@H]([C@H](C)C(=O)NCc1cccs1)CC2	i
O=S(=O)(NCc1ccccc1Cl)c1cccc2nsnc12	i
CSc1nsc(SC)c1NC(=O)Nc1ccccc1[N+](=O)[O-]	i
CC(C)CCNC(=O)C1(O)c2ccccc2NC(=O)N1c1ccc(Cl)c(Cl)c1 (stereo not given)	i
O=C(Nc1cccc(C(F)(F)F)c1)c1coc(=O)c2ccccc12	i
Cc1ccsc1CCNC(=O)C1CCCN1c1nnc(N2CCCC2=O)s1 (stereo not given)	i
COc1cccc2c1N1C(=O)c3c(C(=O)O)cccc3C1CC2(C)C (stereo not given)	?
COc1cc(-c2nc(C(N)=O)c3c(n2)n(-c2ccc(F)cc2)c(=O)n3C)ccc1OC(C)C	i
CCOc1ccc(NC(C)=O)cc1[N+](=O)[O-]	?
Cc1ccc2c(C(=O)CNc3nncs3)c(C)[nH]c2c1	i
O=C(c1ccc2c(c1)OCO2)N1CCN=C1SCc1ccccc1Cl	i
C[C@@H]1C(=O)O[C@H]2[C@H]1CC[C@@]1(C)Cc3sc(Nc4ccccc4)nc3[C@@H](C)[C@H]21	?
COc1c(F)cc(CN2CCC(=O)NCC2C)cc1Cl (stereo not given)	i
Cc1nnc(NC(=O)CS(=O)(=O)c2c[nH]c3ccccc23)s1	i
COc1cc(C=Nc2cccc(C(C)=O)c2)cc(OC)c1OC	i
COc1ccccc1CCC(=O)N1CCN(c2ncccn2)CC1C(=O)O (stereo not given)	i
CC(=O)c1ccc(C(=O)Nc2nc3c(cc4c5c(cccc53)CC4)s2)cc1	i
O=C(Nc1c(F)c(F)c(F)c(F)c1F)C(Sc1ccccc1)c1ccccc1 (stereo not given)	i
O=C(Nc1ccc(-c2nc3ccccc3o2)cc1)c1cccc(Br)c1	i
Cc1ccc(CNc2ccc(C(=O)NCCC3CCCCN3C)cn2)o1 (stereo not given)	i
N#Cc1ccc(NC(=O)c2cc(-c3ccc(Cl)cc3)on2)cc1	i
O=C(NC(N1CCOCC1)C(Cl)(Cl)Cl)c1ccc(Br)cc1 (stereo not given)	i
COc1ccc(OC)c(/C=C2/C=C(c3cc(OC)ccc3OC)OC2=O)c1	41%*
O=C(Cc1ccccc1)Nc1ccc(C(=O)O)cc1	i
CC(C)(C)C(=O)Nc1cc(NC(=O)C(C)(C)C)cc([N+](=O)[O-])c1	?
CCN(CCOc1cccc(C)c1)C(=O)c1ccc2nc(C)[nH]c2c1	?
CC(C)NC(=O)COc1ccc2c(c1)C(=O)CC1(CCCCC1)O2	i
O=c1[nH]c(Nc2ccccc2)nnc1Cc1ccccc1	i
CCOC(=O)C1(Cc2ccccc2)CCCN(Cc2nc[nH]c2C)C1 (stereo not given)	?
Brc1cccc(-c2nc3cnccn3c2NC2CCCCC2)c1	i
O=C(NC(n1cnc2c(Cl)ncnc21)C(Cl)(Cl)Cl)c1ccccc1 (stereo not given)	i
Continuation.
SMILES	ST2 inh
CCC1CCCCN1C(=O)c1cccc([N+](=O)[O-])c1C (stereo not given)	i
CCOC(=O)CN(C)C(=O)c1cn(CCCc2ccccc2)nn1	i
Cn1c(=O)c2c(nc(NCc3ccco3)n2Cc2ccccc2Br)n(C)c1=O	i
CCC(C)NC(=O)C1(O)c2ccccc2NC(=O)N1c1cccc(OC)c1 (stereo not given)	i
COc1ccccc1-c1ccc(C(=O)N2CCN(C)C(C)C2)cc1 (stereo not given)	i
CC1=C(C(=O)Nc2ccc(C)cn2)C(c2cccs2)C2=C(CC(C)(C)CC2=O)N1 (stereo not given)	i
Cc1noc(C)c1S(=O)(=O)Nc1ccc(Br)cc1	i
Cc1ccc(C(NC(=O)Cc2ccccn2)c2cccnc2)cc1C (stereo not given)	i
CN(CC(=O)NCc1ccccc1Cl)S(=O)(=O)c1ccc(Br)cc1	i
CCCOC(=O)C1=C(C)NC2=C(C(=O)C(C(=O)OC)C(C)C2)C1c1ccc(OC)cc1OC (stereo not given)	i
CC(=O)Oc1ccc2c(=O)c(-c3ccccc3)c(C)oc2c1	i
Cc1ccc(C(=O)Nc2ccc3c(c2)ncn3-c2ccccc2C)cc1	i
CCOc1ccc(N2C(=O)C(=O)C(=C(O)c3ccccc3)C2(O)C(=O)OC)cc1 (stereo not given)	i
CCSc1nnc(NC(=O)C2C3C=CC(C3)C2C(=O)O)s1 (stereo not given)	i
Cc1nnc(Sc2cc(C(=O)NCCCN(C)Cc3ccccc3)c3ccccc3n2)s1	i
Cc1cc(OCC(=O)NC2CC(C)(C)NC(C)(C)C2)ccc1Cl	i
c1cncc(-c2n[nH]c(CCn3ccnc3-c3ccc4c(c3)OCCO4)n2)c1	?
O=C(Nc1cccc(-c2csc(-c3ccccc3)n2)c1)c1cccs1	i
COc1cccc(Cn2nc(C(=O)N3CCCC(O)C3)c3c2CCN(C2CCSC2)C3)c1 (stereo not given)	?
COc1ccccc1OCc1nc(Cc2ccccc2)n[nH]1	i
Cc1ccc(Cl)cc1NC(=O)CCS(=O)(=O)c1ccc(Br)s1	i
COc1ccc2c(=O)c(Oc3ccccc3)c(C(F)(F)F)oc2c1	i
O=C(c1ccc(Cl)cc1)N(c1ccc(Cl)cc1)C1C=CS(=O)(=O)C1 (stereo not given)	?

Molecules above containing two or more sulfur atoms (14):
SMILES	ST2 inh
O=C(N[C@H]1CCN2C(=O)c3cc(-c4cccs4)ccc3NC(=O)[C@H]12)c1cccs1	?
CSc1sc(SC)c(CO)c1C=O	i
O=C(Nc1cccc2c1CCCC2)C1CCN(S(=O)(=O)c2cccs2)CC1	i
CC(NS(=O)(=O)c1ccccc1)C(c1cccs1)N1CCN(c2ccc(F)cc2)CC1 (stereo not given)	i
O=C1CCC(CCC(=O)N2CCC(Sc3ccc(F)cc3)CC2)(Cc2cccs2)N1 (stereo not given)	i
O=C(O)C1CCCCN1S(=O)(=O)c1cccc2nsnc12 (stereo not given)	i
O=S(=O)(NCc1ccccc1Cl)c1cccc2nsnc12	i
CSc1nsc(SC)c1NC(=O)Nc1ccccc1[N+](=O)[O-]	i
Cc1ccsc1CCNC(=O)C1CCCN1c1nnc(N2CCCC2=O)s1 (stereo not given)	i
Cc1nnc(NC(=O)CS(=O)(=O)c2c[nH]c3ccccc23)s1	i
CCSc1nnc(NC(=O)C2C3C=CC(C3)C2C(=O)O)s1 (stereo not given)	i
Cc1nnc(Sc2cc(C(=O)NCCCN(C)Cc3ccccc3)c3ccccc3n2)s1	i
O=C(Nc1cccc(-c2csc(-c3ccccc3)n2)c1)c1cccs1	i
Cc1ccc(Cl)cc1NC(=O)CCS(=O)(=O)c1ccc(Br)s1	i

Bioassay records: PubChem BioAssay, IUPUI and University of Michigan
